Screens: PubChem, Sanford-Burnham Center for Chemical Genomics
NALP3 yeast inh = NALP3 inhibition in yeast. 330,000 compounds, 0.39% hits. Yeast reconstituted NLRP3/ASC/caspase-1, beta-gal luminescence, 24 h. inhibition, % at 10 µM. AID 2825;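 active means inhibition of 50% or more; inactive means inhibition below 50%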;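 further: plate controls were induced DMSO wells for no effect and uninduced yeast grown without galactose for full effect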
mIAP activ = increases mouse intestinal alkaline phosphatase activity | muIAP, CDP-Star luminescence, 30 min; stronger effect = higher value; 1 = vehicle-only enzyme signal, 0 = enzyme-free wells | activation factor at 10 µM | 330,000 compounds, 0.24% hits | AID 2805;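 active means activation factor of at least 2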; further: the source names both 10 and 20 µM as test concentration; values of inactives mirror those of a sister screen read the other way
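also added = chemiluminescent substrate CDP-Star | test system = mouse IAP enzyme | signal = chemiluminescence readout | compound = DMSO-dissolved test compounds | incubation = 30 min at room temperature | benchmarks = DMSO wells, no-enzyme wells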
hIAP inh = human IAP inhibition | AID 2544 | purified IAP, CDP-Star luminescence, 30 min | inhibition, % at 10 µM | P09923 | 330,000 compounds, 0.12% hits;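 active means inhibition reaching a set limit with compound at 10 µM in the primary screen, cut at about 35% in these data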;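 further: plate controls were DMSO wells with enzyme for no effect and no-enzyme buffer wells for full effect; values of inactives mirror those of a sister screen read the other way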
Target sequence (P09923 whole entry, looked up): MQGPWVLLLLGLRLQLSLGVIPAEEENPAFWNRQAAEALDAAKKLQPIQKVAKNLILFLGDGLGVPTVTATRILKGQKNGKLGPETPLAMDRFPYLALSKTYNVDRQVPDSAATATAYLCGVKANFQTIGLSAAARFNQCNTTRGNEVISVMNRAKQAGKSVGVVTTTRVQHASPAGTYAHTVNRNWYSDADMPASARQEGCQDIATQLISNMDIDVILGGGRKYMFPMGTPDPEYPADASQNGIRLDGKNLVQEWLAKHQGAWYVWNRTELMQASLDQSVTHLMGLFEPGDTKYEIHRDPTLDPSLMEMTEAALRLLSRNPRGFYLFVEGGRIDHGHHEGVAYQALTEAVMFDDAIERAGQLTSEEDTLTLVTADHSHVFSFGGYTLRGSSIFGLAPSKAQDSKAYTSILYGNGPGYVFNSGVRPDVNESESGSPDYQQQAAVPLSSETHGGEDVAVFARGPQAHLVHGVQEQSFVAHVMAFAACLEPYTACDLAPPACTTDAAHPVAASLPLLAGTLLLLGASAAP
beta cell repl = MIN6 beta-cell proliferation induction. MIN6 cells proliferation, ATPlite luminescence, 48 h; cells starved in 0.2% serum; 100% = growth in 10% serum. AID 2380. proliferation, % at 10 µM. 330,000 compounds, 0.29% hits;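 active means compounds whose signal lies at least 3.5 SD above the mean of all wells on their plate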;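 further: 0% = DMSO-treated cells in low-serum medium and 100% = 10% serum control; some compounds called inactive have numbers as strong as hits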
A3G deaminase = APOBEC3G (human) deaminase inhibition | inhibition, % at 20 µM | 330,000 compounds, 0.28% hits | AID 493012 | recombinant A3G, ssDNA deamination FAM/TAMRA fluorescence;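 active means inhibition of at least 40% at 20 µM, with no more than 30% in the related APOBEC3A deaminase screen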;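 further: plate controls were DMSO wells with A3G for no effect and wells lacking A3G enzyme for full effect; some compounds called inactive have numbers as strong as hits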
Target sequence (Q9HC16 whole entry, looked up): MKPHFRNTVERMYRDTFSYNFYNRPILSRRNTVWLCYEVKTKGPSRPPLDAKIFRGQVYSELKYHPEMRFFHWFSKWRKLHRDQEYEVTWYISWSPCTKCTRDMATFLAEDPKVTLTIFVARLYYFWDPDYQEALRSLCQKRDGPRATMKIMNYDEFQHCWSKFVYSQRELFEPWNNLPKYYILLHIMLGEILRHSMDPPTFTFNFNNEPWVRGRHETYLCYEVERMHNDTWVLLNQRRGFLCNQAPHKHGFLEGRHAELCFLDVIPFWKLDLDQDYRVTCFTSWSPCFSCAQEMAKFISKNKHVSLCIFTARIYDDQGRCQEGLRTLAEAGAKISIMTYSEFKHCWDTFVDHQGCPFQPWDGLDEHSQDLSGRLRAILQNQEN
A3A deaminase = inhibitors of human APOBEC3A DNA deaminase. P31941. inhibition, % at 20 µM. 330,000 compounds, 0.41% hits. recombinant A3A, FAM/TAMRA ssDNA deamination fluorescence;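 active means at least 40% inhibition at 20 µM here, with at most 30% in a related deaminase screen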;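 further: plate controls were A3A with DMSO for no effect and wells lacking A3A enzyme for full effect; some results filed as inactive read as strong as hits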
tim10-1 inh = growth inhibitors of tim10-1 mutant yeast; inhibition, % at 20 µM; 330,000 compounds, 2.2% hits; S. cerevisiae tim10-1 ts strain growth, BacTiter-Glo, 24 h;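 active means inhibition of at least 40%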;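 further: mutant grown at 25 °C; 0% = DMSO wells with yeast and 100% = wells holding no yeast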
mIAP block = mouse IAP inhibition; purified mouse IAP, CDP-Star luminescence, 30 min; inhibition, % at 10 µM; 330,000 compounds, 0.2% hits;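 active means inhibition of at least 40% at 10 µM in the primary screen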;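 further: plate controls were DMSO with enzyme for no effect and no enzyme wells for full effect; values of inactives mirror those of a sister screen read the other way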
TIM10 inh = TIM10 yeast growth inhibition. S. cerevisiae TIM10 strain growth, BacTiter-Glo luminescence, 24 h. inhibition, % at 10 µM. 330,000 compounds, 1.4% hits;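 active means inhibition of 40% or more at the single tested concentration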;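 further: wild-type TIM10 isogenic control strain grown at permissive 25 °C; 0% = DMSO yeast wells and 100% = minimal medium wells without yeast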
Starred values were filed as active, the others as inactive.

Structure,NALP3 yeast inh,mIAP activ,hIAP inh,beta cell repl,A3G deaminase,A3A deaminase,tim10-1 inh,mIAP block,TIM10 inh
COc1ccc(C(CC(=O)N2CCOCC2)c2c(OC)cc(OC)c3c(-c4ccccc4)cc(=O)oc23)cc1 (stereo not given),12,0.78,14,-1,11,60*,13,22,10
CCOC(=O)N1CCN(C(=O)CSc2nnc(COc3ccccc3)o2)CC1,7,0.87,0,3,-2,-3,21,13,2
OC(COC(c1ccccc1)c1ccccc1)CN1CCN(c2cccc(Cl)c2)CC1 (stereo not given),7,1,5,-6,-2,-4,-34,0,23
C[C@H](NC(=O)Nc1cccc(C(F)(F)F)c1)C(=O)O,-5,0.99,-16,-2,-4,-2,-4,0,3
O=C(NCc1ccccc1)C(c1ccccc1)N(Cc1ccc2c(c1)OCO2)C(=O)Cc1cccs1 (stereo not given),16,1.3,-18,-7,-4,-2,10,-31,12
Cc1ccc(C(C)NC(=S)NC2CCCCC2)c(C)c1 (stereo not given),22,1.9,-14,-8,-4,-8,41*,-87,18
Cc1ccccc1OC(=O)CCC(=O)OCCCC(F)(F)C(F)(F)F,0,1.1,-44,-2,-5,0,15,-6,-13
O=C1NC(c2ccccc2O)Nc2ccccc21 (stereo not given),40,0.98,-29,-3,2,-8,11,2,16
C/C(=N\NC(=O)c1ccc2c(c1)OCCO2)c1ccccc1,-4,0.97,4,-2,-4,-2,9,3,10
Cc1ccc2c(Cl)c(C)c(N3CCCCC3)nc2n1,25,0.98,-6,0,-7,3,27,2,17
CC(=O)N(C)c1ccc(N=NC2C(=O)N(C(N)=S)N=C2C)cc1 (stereo not given),19,0.94,28,-4,21,-2,18,6,0
O=C(CCNC(=O)OCc1ccccc1)NC1CCCCC1,13,0.97,-12,-1,-4,-2,13,3,-9
Cc1ccc(C)c(Cc2c(C)nc3c(C(=O)NCc4ccc5c(c4)OCO5)cnn3c2C)c1,5,0.95,0,-7,-4,-2,23,4,27
Cn1ccc(/C=N/N=C2/NC(=O)CS2)n1,28,1,-18,-2,-10,-4,4,0,2
Cc1cc(/C=C2/NC(=O)NC2=O)c(C)n1C,-3,0.74,-26,-3,-8,-1,14,26,-9
Cc1c(C(=O)OCC(=O)NCc2ccco2)cccc1[N+](=O)[O-],10,0.98,-6,0,-2,1,1,2,2
CCOc1ccc(/C=N/NC(=O)c2ccccc2C)cc1CN1CC2CC(C1)c1cccc(=O)n1C2 (stereo not given),5,0.88,7,4,-8,-1,9,12,10
CCCC(C)C(=O)Nc1cc([N+](=O)[O-])ccc1F (stereo not given),-7,1,-13,0,-6,-1,15,0,-2
COc1ccc(Cl)cc1NC(=O)CN1C(=O)CSC1=O,-9,0.92,1,2,-2,-2,5,8,8
O=C(c1ccco1)N1CCN(C(=O)c2ccccc2[N+](=O)[O-])CC1,2,1.2,-9,-3,-5,-5,-6,-19,-12
CCN(c1ccccc1)S(=O)(=O)c1cc(C(=O)Nc2ccc(Br)cc2)ccc1F,-1,0.89,-7,0,-2,3,-10,11,-1
FC(F)(F)c1ccc(C2NCCc3sccc32)cc1 (stereo not given),10,0.96,-7,-5,-1,1,4,4,-8
COc1ccc(-c2ccc(SCC(=O)NC3CCCCC3)nn2)cc1OC,0,1.2,-27,-2,-2,-6,1,-23,-10
CCOc1ccc(-n2nnnc2SCC(=O)NNC(=O)c2ccco2)cc1,-9,0.88,-100,-1,-6,-3,2,12,-6
O=C(COc1ccc(S(=O)(=O)NC2CCCC2)cc1)N1CCCCC1,5,0.99,-10,-2,-2,-2,-28,1,-1
COCCNC(=S)N(CCCN(C)C)Cc1cc2cc3c(cc2[nH]c1=O)OCCO3,1,1,4,-2,-6,-5,12,-2,6
Cc1ccc(/C=N/n2cnnc2)s1,6,1,-3,-1,-5,-1,11,0,5
O=C(CCCOc1ccccc1)Nc1ccc(Br)cc1,18,1.1,-2,1,2,1,16,-8,13
Cc1cccc(CN2CCN(Cc3cccc(-n4cccn4)c3)CC2CCO)n1 (stereo not given),20,0.99,1,4,-2,0,14,1,-4
Cc1ccc(-c2nc3c(c(=O)c4ccccc4n3C)c(=O)n2-c2ccccc2)cc1,14,1,-13,0,-6,-7,-5,-3,20
CC(=O)c1cccc(NC(=S)NC(=O)C(C)C)c1,10,1.2,-12,-2,-4,-3,20,-16,-11
CC1=C(C(=O)N2CCCC(C(=O)c3cccc4ccccc34)C2)OCCO1 (stereo not given),-3,0.99,20,-3,0,4,19,1,4
Cc1ccc(N(CC(=O)NCc2cccs2)S(=O)(=O)c2cccs2)cc1,2,1,-15,-1,-6,-4,35,-4,5
O=C(CCCl)N1CCCC2(CCCCC2)C1,-12,1.1,2,5,-7,-1,12,-10,13
C=CCN(CC=C)CC(=O)Nc1ccc(S(N)(=O)=O)cc1,1,0.96,-14,-1,4,0,-15,4,-6
COc1ccc(N(CC(=O)N2CCN(c3ccc(Cl)cc3)CC2)S(=O)(=O)c2c(C)noc2C)cc1,21,0.98,3,-6,0,-2,32,2,13
COCCCNC(=O)C1CCN(C(=O)Nc2ccc(Cl)cc2)CC1,2,1,-12,0,-2,-1,11,-3,-1
COc1ccc(/C=N/NC(=O)c2nc(-c3ccccc3)cc(-c3ccccc3)n2)cc1OC,-7,0.86,-4,-5,-6,-4,-11,14,8
O=C(OCc1ccc(Cl)c(Cl)c1)c1ccccn1,-22,0.91,17,-2,-10,2,3,10,10
CCOc1ccccc1-c1cc(-c2ccccc2)nc2c1c(=O)n(C)c(=O)n2C,-6,0.94,4,1,-7,-5,8,6,5

Ordered by value in A3G deaminase (highest first): four of the compounds above.
Structure | NALP3 yeast inh | mIAP activ | hIAP inh | A3G deaminase | A3A deaminase | mIAP block
CC(=O)N(C)c1ccc(N=NC2C(=O)N(C(N)=S)N=C2C)cc1 (stereo not given) | 19 | 0.94 | 28 | 21 | -2 | 6
O=C(COc1ccc(S(=O)(=O)NC2CCCC2)cc1)N1CCCCC1 | 5 | 0.99 | -10 | -2 | -2 | 1
Cc1ccc(C(C)NC(=S)NC2CCCCC2)c(C)c1 (stereo not given) | 22 | 1.9 | -14 | -4 | -8 | -87
Cn1ccc(/C=N/N=C2/NC(=O)CS2)n1 | 28 | 1 | -18 | -10 | -4 | 0

Some of the entries so far, as labelled records.
CCN(c1ccccc1)S(=O)(=O)c1cc(C(=O)Nc2ccc(Br)cc2)ccc1F
- NALP3 yeast inh = -1
- mIAP activ = 0.89
- hIAP inh = -7
- beta cell repl = 0
- A3G deaminase = -2
- A3A deaminase = 3
- tim10-1 inh = -10
- mIAP block = 11
- TIM10 inh = -1

FC(F)(F)c1ccc(C2NCCc3sccc32)cc1 (stereo not given)
- NALP3 yeast inh = 10
- mIAP activ = 0.96
- hIAP inh = -7
- beta cell repl = -5
- A3G deaminase = -1
- A3A deaminase = 1
- tim10-1 inh = 4
- mIAP block = 4
- TIM10 inh = -8

COc1ccc(-c2ccc(SCC(=O)NC3CCCCC3)nn2)cc1OC
- NALP3 yeast inh = 0
- mIAP activ = 1.2
- hIAP inh = -27
- beta cell repl = -2
- A3G deaminase = -2
- A3A deaminase = -6
- tim10-1 inh = 1
- mIAP block = -23
- TIM10 inh = -10

CCOc1ccc(-n2nnnc2SCC(=O)NNC(=O)c2ccco2)cc1
- NALP3 yeast inh = -9
- mIAP activ = 0.88
- hIAP inh = -100
- beta cell repl = -1
- A3G deaminase = -6
- A3A deaminase = -3
- tim10-1 inh = 2
- mIAP block = 12
- TIM10 inh = -6

Other structures follow:
Screens by letter: A = NALP3 yeast inh; B = mIAP activ; C = hIAP inh; D = beta cell repl; E = A3G deaminase; F = A3A deaminase; G = tim10-1 inh; H = mIAP block; I = TIM10 inh
CCCCCNc1nc2ccccc2nc1NS(=O)(=O)c1cccs1
  A = -8	B = 0.97	C = -6	D = -1	E = 4	F = 3	G = 24	H = 2	I = 1
CCOC(=O)c1c(/N=C/C2C(=O)CC(C)(C)CC2=O)sc2c1CCCC2
  A = 11	B = 0.98	C = 8	D = -3	E = -4	F = -3	G = 10	H = 2	I = 6
COc1ccc(NC2c3ccccc3C(=O)N2Cc2ccco2)cc1OC (stereo not given)
  A = 9	B = 0.96	C = 8	D = -1	E = -1	F = -2	G = 16	H = 4	I = -3
CC1CCN(S(=O)(=O)c2ccc(C(=O)NCc3ccco3)cc2)CC1
  A = 0	B = 1.1	C = -15	D = 0	E = -7	F = -5	G = 36	H = -8	I = -10
O=C(CSc1nnc(Cc2ccccc2)n1Cc1ccco1)NC1CCCC1
  A = 7	B = 1	C = 11	D = 3	E = -4	F = 2	G = 20	H = -2	I = 1
COC(=O)c1sccc1-c1ccc(/C=N/OC(=O)c2cccs2)o1
  A = -9	B = 0.94	C = -2	D = -3	E = 38	F = 1	G = 17	H = 6	I = 20
Cc1noc(C)c1COc1ccc(C(=O)OCC(=O)Nc2ccc(C(=O)N(C)C)cc2)cc1
  A = 4	B = 1	C = 4	D = -1	E = -5	F = -1	G = 4	H = -1	I = -6
COc1ccc(S(=O)(=O)N2CCCC2CNC(=O)C(=O)NCCc2ccccc2)cc1 (stereo not given)
  A = 19	B = 1	C = 0	D = -1	E = -13	F = -6	G = 23	H = -1	I = 2
COc1ccc(OCC(=O)NNC(=O)Cn2c(=O)cnc3ccccc32)cc1
  A = -9	B = 0.92	C = -42	D = -1	E = 1	F = 0	G = 1	H = 8	I = 4
CC(C)Sc1nc2c(c(=O)[nH]c(=O)n2C)n1CCc1ccccc1
  A = 14	B = 1	C = -20	D = 4	E = -7	F = -4	G = -27	H = -2	I = -43
O=C(Nc1ccccc1)N(CCc1ccncc1)C1CCCCC1
  A = -1	B = 0.99	C = -2	D = -2	E = -6	F = -4	G = 13	H = 1	I = 9
CN(C)S(=O)(=O)c1cccc(NC(=O)COC(=O)c2ccc3ccccc3n2)c1
  A = 15	B = 0.97	C = -8	D = 1	E = -3	F = 2	G = 3	H = 3	I = 1
CC#CCN1c2ccccc2[C@]23C[C@@H](C(=O)OC)N(C(C)=O)C2=NC(C(=O)OC)=C(C(=O)OC)[C@H]13
  A = 5	B = 0.99	C = 3	D = -1	E = -1	F = -1	G = 8	H = 1	I = 8
CCOc1ccc(N(CC(=O)NC(C)C)C(=O)CCC(=O)Nc2ccccn2)cc1
  A = 6	B = 1.1	C = -19	D = -3	E = -4	F = -2	G = 4	H = -6	I = -2
C=C(C)COc1ccc2c(C)c(CC(=O)N3C[C@H]4C[C@@H](C3)c3cccc(=O)n3C4)c(=O)oc2c1
  A = 8	B = 1	C = 15	D = 13	E = -6	F = 0	G = -2	H = 0	I = 4
CCOc1ccc(S(=O)(=O)N2CCOCC2)cc1NC(=O)CSCc1ccc(C)cc1
  A = -5	B = 1.2	C = -14	D = -3	E = -8	F = -4	G = 16	H = -20	I = 7
Cc1ccc(N=C(NO)c2nonc2N)c(C)c1
  A = -7	B = 1	C = 7	D = 0	E = -8	F = -7	G = 25	H = -2	I = 4
Cc1ccsc1/C=N/NC(=O)CN1CCN(Cc2ccccc2)CC1
  A = 13	B = 0.96	C = -23	D = -1	E = 9	F = 2	G = 7	H = 4	I = -15
